Screening results from PubChem BioAssay.
V-ATPase pHluor: alters yeast V-ATPase proton transport; S. cerevisiae, pHLuorin cytosolic pH fluorescence; response, % at 10 µM; hit rate 0.37% among 350,000; in the data active = response mostly above about 7.3%, no sharp cut-off; inactive = mostly below about 5.4%; note: actives read high; inactives centre near 0; some compounds called inactive have numbers as strong as hits; reference of the scale not given here
dFosB act: activators of mouse delta FosB homodimer. P13346. purified delta FosB, TAMRA-CDK5 oligo fluorescence polarization; percent of positive-control signal above neutral wells. activation, % at 25 µM. hit rate 0.99% among 340,000. AID 493131;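 active = mean activation above about 17%, with every replicate also reaching it, limit read from the data, passing the limit was not always enough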;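 note: fluorescence polarization rise as delta FosB binds a TAMRA Cdk5 AP-1 oligo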
PvdQ inh: P. aeruginosa PvdQ acylase inhibition; purified PvdQ acylase, fluorescence plate reader; inhibition, % at 10 µM; hit rate 0.063% among 340,000; AID 488965; in the data active = inhibition above about 30%, passing the limit was not always enough;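 note: 0% = vehicle neutral wells and 100% = reference inhibitor wells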
NSD2 inh: NSD2 (human) methyltransferase inhibition. O96028. NSD2 peptide methylation, AlphaScreen, 120 min. inhibition, % at 12.5 µM. hit rate 0.54% among 310,000. AID 743445; in the data active = inhibition above about 50%
HTR5A ag ctr: counter-screen for OPRM1-OPRD1 agonists: human HTR5A agonism | HTR5A agonist assay, luminescence, cell-based | activation, % at 9.3 µM | hit rate 0.61% among 340,000; in the data active = activation mostly above about 9.5%, no sharp cut-off; inactive = mostly below about 7.6%;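 note: 0% = cells with vehicle only and 100% = reference agonist; strong numbers were not always called active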
HTR5A inv ctr: inverse agonist of human HTR5A in OPRM1-OPRD1 counter-screen. AID 504634. P47898. hit rate 0.083% among 340,000. HTR5A cell line, luminescence, inverse agonism. inhibition, % at 9.3 µM; in the data active = inhibition mostly above about 23%, no sharp cut-off; inactive = mostly below about 18%;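 note: 0% = cells with DMSO and 100% = no-cell wells with DMSO; some compounds called inactive have numbers as strong as hits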
CDK5 inh: CDK5/p35 (human) kinase inhibition; Recombinant CDK5/p35, ADP-Glo luminescence, 60 min; inhibition, % at 10 µM; hit rate 0.01% among 330,000;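 active = highest replicate inhibition of at least 50% and at least 75% of replicates reaching 50%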;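 note: plate controls were DMSO neutral control for no effect and GW8510 at 10 µM for full effect; many of its hits are not listed in these tables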
MITF act: activators of MITF-driven TRPM1 promoter activity in SK-MEL-5 cells. SK-MEL-5 TRPM1-promoter luciferase, 24 h; % of positive control, neutral wells = 0. activation, % at 12.5 µM. hit rate 0.75% among 300,000. AID 588334;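 active = mean activation of at least 80% with every replicate also reaching 80%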;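 note: 0% = neutral control wells and 100% = parthenolide positive control wells; values of inactives mirror those of a sister screen read the other way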
Wnt bcat act: activates Wnt/beta-catenin signaling in a reporter cell assay; activator, plate reader; hit rate 1.2% among 300,000; AID 743398; activation, % at 9.35 µM; in the data active = activation above about 30%, passing the limit was not always enough;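 note: 0% = neutral control wells and 100% = positive control wells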
SR-BI HDL uptake: inhibitors of mouse SR-BI mediated HDL lipid uptake; hit rate 0.96% among 320,000; Q61009; inhibition, % at 12.5 µM; AID 488896; ldlA[mSR-BI] CHO cells, DiI-HDL uptake fluorescence, 3 h;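 active = mean replicate inhibition of at least 70% and a set share of replicates each scoring 70 or more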;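 note: 0% = median of neutral control wells and 100% = median of positive control wells; values of inactives mirror those of a sister screen read the other way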
* hit, by the source's call; . = not tested or not shown.

SMILES	V-ATPase pHluor	dFosB act	PvdQ inh	NSD2 inh	HTR5A ag ctr	HTR5A inv ctr	CDK5 inh	MITF act	Wnt bcat act	SR-BI HDL uptake
Cc1nn2c(CN(C(=O)c3ccco3)c3ccccc3)nnc2c2ccccc12	-4	-14	-10	1	11	-29	1.1	-13	.	18
COCCN(Cc1cc2cc(C)ccc2n2nnnc12)C(=S)Nc1ccc(OC)cc1	0	-6	-11	-2	1	-1	1.7	-1	2	.
O=C(COC(=O)CNC(=O)c1cccc([N+](=O)[O-])c1)Nc1cccc(S(=O)(=O)N2CCCC2)c1	2	-7	3	-2	7	21	0.4	-8	.	12
COc1cccc(C(=O)NCC2(c3ccc(OC)c(OC)c3)CCCC2)c1	-1	1	2	3	3	-11	1.0	.	-1	7
O=C(CN1CCN(c2ccc(O)cc2)CC1)Nc1ccc2c(c1)OCCCO2	0	-5	-17	1	1	-7	3.7	-5	-7	75*
Cc1ccc(C)c(NC(=S)NNC(=O)c2csc3c2CCCC3)c1	10	-8	8	6	0	-8	4.7	-1	2	28
COc1ccc(/C=N/NC(=O)c2ccc(=O)n(C)c2)cc1OC	-1	6	-8	-3	1	1	-0.6	11	-1	3
CC(CNC(=O)c1cncc(O)c1)NC(=O)c1cncc(O)c1 (centres undefined)	5	4	14	0	-8	21	-0.7	0	.	-34
O=C(O)[C@H](Cc1ccccc1)NC(=O)N1CCN(c2ccc(F)cc2)CC1	2	-1	-16	.	5	-15	2.0	4	1	-10
CC(=O)c1ccc(NC(=S)Nc2ccc(Br)c(Cl)c2)cc1	1	4	-4	-3	1	-22	1.1	6	2	20

Overlap with the part before: 3 compounds; new compounds follow.
SMILES	V-ATPase pHluor	dFosB act	PvdQ inh	NSD2 inh	HTR5A ag ctr	HTR5A inv ctr	CDK5 inh	MITF act	Wnt bcat act	SR-BI HDL uptake
CC(CNC(=O)c1cncc(O)c1)NC(=O)c1cncc(O)c1 (centres undefined)	5	4	14	0	-8	21	-0.7	0	.	-34
O=C(O)[C@H](Cc1ccccc1)NC(=O)N1CCN(c2ccc(F)cc2)CC1	2	-1	-16	.	5	-15	2.0	4	1	-10
CC(=O)c1ccc(NC(=S)Nc2ccc(Br)c(Cl)c2)cc1	1	4	-4	-3	1	-22	1.1	6	2	20
CSc1ccc(CCNC(=O)CCc2nnc3ccc(N4CCOCC4)nn23)cc1	5	-5	5	.	0	1	-0.4	.	-2	-8
COCCC(=O)N1CCc2ccc(NC(=O)c3ccc(C(F)(F)F)cc3)cc2C1	2	-9	-6	0	1	-3	-0.8	-23	-1	61
COc1cccc(NC(=O)c2c(C)cc(C)cc2CC(C)(C)C(=O)O)c1	4	-13	-10	-2	1	-16	-0.4	.	0	-15
CCOc1ccc(N(CC(=O)NC2CCCCC2)C(=O)CCC(=O)Nc2nc(C)cs2)cc1	-1	-17	-5	9	4	-12	-0.4	3	-1	.
CCOc1ccc(Br)cc1S(=O)(=O)NCCN(C)C	0	-5	-4	2	-1	-17	-1.5	6	.	-19
CCOc1ccc(CNC(=S)NCc2ccc(OCC)cc2)cc1	1	2	-4	-1	0	5	-12	4	-2	-14
CC(=O)N1C(Nc2ccc(Cl)cc2)CCN1c1ccccc1 (centres undefined)	-1	-7	-8	.	0	-7	1.1	3	.	9
CCOC(=O)c1cnc(-n2nc(C)cc2C)nc1NC(C)c1ccccc1 (centres undefined)	5	-15	5	0	-8	6	6.7	-2	-10	24
CCOC(=O)C1(C)/C(=N/Nc2ccc(Cl)cc2)C(=O)C(=O)N1c1ccccc1 (centres undefined)	4	-23	-4	8	-3	-13	-5.9	-2	-4	5
COc1ccc(C(=O)NC2CCCc3c2cnn3-c2cc(F)cc(F)c2)c(OC)c1OC (centres undefined)	-1	-14	-13	-1	-1	5	-4.8	-7	0	15
Cc1ccc(NC(=O)CN2CCC(NC(=O)c3ccccc3F)CC2)cc1C	1	-6	-3	5	0	-1	-1.6	.	-1	10
O=C(NC(=S)NCc1ccccc1)c1cccc([N+](=O)[O-])c1	-1	-5	-16	1	-3	-5	-2.3	28	-2	7
Cc1cccc(NC(=S)NN2CCN(C)CC2)c1C	5	2	-3	0	2	-5	0.5	2	-6	1
COc1ccc(S(=O)(=O)N2CCCCC2)cc1NC(=O)Cc1sc(C)nc1-c1ccc(F)cc1	0	-2	18	-12	2	-16	1.8	-5	-5	36
O=C(COC(=O)C1CC1)Nc1c(Cl)cccc1C(F)(F)F	0	1	-9	-2	-1	3	0.2	14	5	-3
Cc1ccc2nc(SCC(=O)N(CC(C)C)c3c(N)n(CC(C)C)c(=O)[nH]c3=O)[nH]c2c1	-2	-7	-11	-1	-7	17	-0.4	-11	0	-12
Cn1c2c(c(=O)n(C)c1=O)C(c1cc3c(cc1Br)OCO3)CC(=O)N2 (centres undefined)	1	3	0	.	2	-5	-1.1	14	-2	1
CCn1c(CCC(=O)N(C)CC(=O)Nc2cccc(F)c2)nc2cc(S(=O)(=O)N(C)C)ccc21	-1	-8	-7	2	0	22	0.7	-10	0	16
CCN(C=NC1=NN(c2cccc(C(F)(F)F)c2)CC1)CC	2	0	7	3	-1	2	-0.4	20	6	.
CCCNc1cc(C)c(C#N)c2nc3ccccc3n12	2	7	-32	-2	-3	-4	-0.3	-6	.	29
COc1ccccc1C(=O)COC(=O)Cc1n[nH]c(=O)c2ccccc12	4	-3	-11	0	-2	-8	-0.3	1	-4	-30
O=c1cc(NC2CCCCC2)c2ccccc2o1	-1	1	0	-4	-2	4	-17	-7	1	32
COc1ccc(OC)c(-n2nnnc2SCC(=O)Nc2ccc(C(=O)N3CCCCC3)cc2)c1	0	-7	-14	-2	0	22	-1.3	-18	-1	58
CCCCCC(=O)NC(=S)NNC(=O)CC	2	-4	-13	3	-5	6	2.4	2	.	.
CCOC(=O)C1CCN(S(=O)(=O)c2ccc(NC(=O)OC)cc2)CC1	-1	-1	-2	-3	1	-5	-0.6	-3	.	-6
Cc1cccc(C2N(c3ccc(F)cc3)C(=O)C3CCCN32)c1 (centres undefined)	2	-3	-1	.	1	-2	-7.1	4	0	-17
CCOC(=O)C1C(=O)Nc2nc(C)nn2C1c1ccccc1 (centres undefined)	0	-9	-12	-1	4	-3	-0.7	.	.	-10
CCc1cccc2sc(NC(=O)C3CC3)nc12	3	-1	-7	.	6	3	3.0	.	0	49
O=C(C1=C(O)C(=O)N(c2nc3ccc(Cl)cc3s2)C1c1ccco1)c1ccco1 (centres undefined)	-2	-4	2	0	6	-15	-1.1	-14	33*	-39
COc1ccc(C(=O)C2CCN(C(=O)Nc3ccc(C)cc3)CC2)cc1	2	-9	-15	0	4	-11	-0.5	12	2	.
CCCC(=O)NC(c1ccc(N(C)C)cc1)c1c(O)ccc2ccccc12 (centres undefined)	0	-8	-13	6	-2	11	1.9	-3	2	66
Cc1ccc(NC(=O)CSc2nc(N)cc(N)n2)cc1S(=O)(=O)N1CCOCC1	-1	-15	-8	3	-1	3	-0.4	-3	-3	-11
O=C(Nc1ccc(NC(=O)c2cccs2)cc1Cl)c1ccco1	1	-3	5	-5	0	-1	0.2	61	46*	36
Cc1ncn(C23CC4CC(CC(C4)C2)C3)n1	1	2	-22	-1	-1	-20	-1.3	11	-1	-13
O=C(NCCO)c1ccc2nc(Cc3cccc(Cl)c3)oc2c1	1	8	-20	-2	4	-16	-0.1	18	1	1
Cc1ccc2[nH]c3c(c2c1)SC(C)(C)CC3=O	1	-10	-9	0	6	10	-0.1	-9	-1	4
CCOC(=O)CC1C(=O)NCCN1S(=O)(=O)c1ccc(Br)cc1 (centres undefined)	3	-7	-8	1	-4	11	1.1	6	-4	-20
COc1cc(NC(=O)c2ccccc2Cl)c(OC)cc1NC(=O)CN1CCOCC1	0	3	-3	-3	-3	-12	0.2	7	-1	27
CCCCn1c(C(C)O)nc2ccccc21 (centres undefined)	-3	-3	0	11	1	-3	-0.7	-10	.	-2
CCN1CCN(CCNC(=O)c2ccc(/C=C3/Sc4ccccc4N(Cc4cccc(C)c4)C3=O)cc2)CC1	1	-238	6	7	-1	1	0.3	-50	3	20
O=C(Nc1cccc(Br)c1)c1cc(=O)c2ccccc2o1	1	7	5	9	0	6	1.4	11	8	-2
Cn1c(N)c(C(=O)CSc2nc3ccccc3[nH]2)c(=O)n(C)c1=O	3	7	-8	1	-6	16	0.4	10	3	-7
Cc1csc(=Nc2ccccc2)n1CCCN1CCCC1=O	3	-6	-11	4	0	0	-2.1	-5	1	-3
O=C(CCc1ccccn1)N1CCCC(N2CCN(c3cccc(C(F)(F)F)c3)CC2)C1 (centres undefined)	-2	-4	-4	2	-4	7	-0.2	-5	0	8
O=C(Cn1cnc2ccccc2c1=O)c1ccc(OC(F)F)cc1	-2	-12	5	-1	4	-9	1.6	17	6	6
COc1ccc(CN2CCC(=O)NC2=O)cc1	4	-7	-9	0	-2	-11	-1.7	17	-3	-5
CCOC(=O)C1(C(F)(F)F)N=C(C(F)(F)F)Nc2cc(C)c(C)cc21 (centres undefined)	1	-7	-8	1	4	15	-4.5	3	-3	9
CCCn1nc(C(=O)Oc2ccc3c(C)cc(=O)oc3c2)c2ccccc2c1=O	-1	-3	-9	-1	1	-7	0.1	-3	.	10

Ordered by number of heavy atoms (highest first): some entries from above
SMILES	V-ATPase pHluor	dFosB act	PvdQ inh	NSD2 inh	HTR5A ag ctr	HTR5A inv ctr	CDK5 inh	MITF act	Wnt bcat act	SR-BI HDL uptake
CCN1CCN(CCNC(=O)c2ccc(/C=C3/Sc4ccccc4N(Cc4cccc(C)c4)C3=O)cc2)CC1	1	-238	6	7	-1	1	0.3	-50	3	20
O=C(CCc1ccccn1)N1CCCC(N2CCN(c3cccc(C(F)(F)F)c3)CC2)C1 (centres undefined)	-2	-4	-4	2	-4	7	-0.2	-5	0	8
CCCn1nc(C(=O)Oc2ccc3c(C)cc(=O)oc3c2)c2ccccc2c1=O	-1	-3	-9	-1	1	-7	0.1	-3	.	10
CCOC(=O)C1(C(F)(F)F)N=C(C(F)(F)F)Nc2cc(C)c(C)cc21 (centres undefined)	1	-7	-8	1	4	15	-4.5	3	-3	9
Cn1c(N)c(C(=O)CSc2nc3ccccc3[nH]2)c(=O)n(C)c1=O	3	7	-8	1	-6	16	0.4	10	3	-7
Cc1csc(=Nc2ccccc2)n1CCCN1CCCC1=O	3	-6	-11	4	0	0	-2.1	-5	1	-3
CCCCn1c(C(C)O)nc2ccccc21 (centres undefined)	-3	-3	0	11	1	-3	-0.7	-10	.	-2

An unsorted share of the library; about 5% have a hit in one of these screens.
